aSyn tox rescue: rescues yeast growth from alpha-synuclein toxicity; Potency, µM (doses to about 46.1 µM), without a hit: top-dose growth rescue (activation), most hits filed as activators; AID 1347070; 94,000 compounds, 0.02% hits; S. cerevisiae alpha-synuclein toxicity rescue, BacTiter-Glo growth, 24 h; active = well fitted activation curve with a large enough effect; inconclusive = small, poorly fitted or top-dose-only effect; note: 0% is about no effect
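Growth restoration measured by BacTiter-Glo luminescence after 24 hr at 30 deg C; alpha-synuclein yeast, raffinose-pregrown to mid-log, were added at OD600=0.02 in galactose medium onto pinned compounds.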
* = called active by the depositor; [ ] = dose if it differs, or a comment. Potency is the fitted concentration of half-maximal effect. Not all compounds are listed; the hit share may differ from the screen's.

S=C(NCc1ccccc1)Nc1ccc2cn[nH]c2c1 was read as aSyn tox rescue 2%.
`COc1ccc(Cl)cc1NC(=O)CSc1nnc2[nH]c(=O)cc(C)n12` gave aSyn tox rescue -2%.
`COC(=O)c1c(SC)nc2ccccc2c1OCc1ccc(C)cc1C` gave aSyn tox rescue -1%.
`COc1ccc(NC(=O)CN(C)C(=O)c2ccc3[nH]c4c(c3c2)CC(C)CC4)cc1` (stereo not given) gave aSyn tox rescue 24%.
`CC(C)c1nn2c(=O)cc(COC(=O)CNC(=O)c3ccccc3)nc2s1` gave aSyn tox rescue -7%.
Screening COc1ccc(C(=O)NCCc2nnc3ccc(SCC(=O)Nc4cc(C)on4)nn23)cc1 returned aSyn tox rescue -7%.
For COc1ccccc1CCN1COc2c(cc3c(C)c(C)c(=O)oc3c2C)C1 the results were aSyn tox rescue -3%.
`O=C(CCc1cn(Cc2ccc(F)cc2)c2ccccc12)NC1CCCCC1` gave aSyn tox rescue 0%.
Screening COc1cc2cc(CNc3ccccc3)c(=O)n(CC(=O)Nc3ccccc3)c2cc1OC returned aSyn tox rescue 4%.
Screening CC(C)c1ccccc1Oc1c(C(F)(F)F)oc2c(CN3CCN(C)CC3)c(O)ccc2c1=O returned aSyn tox rescue 3%.
For O=C(CN1C(=O)NC2(CCCC2)C1=O)Nc1ccc(F)c([N+](=O)[O-])c1 the results were aSyn tox rescue -4%.
`Cc1noc2nc(C(=O)O)nc(N3CCCCC3)c12` gave aSyn tox rescue 0%.
Screening COc1ccc(-c2cc(C(=O)N3CCCCCC3)no2)cc1OC returned aSyn tox rescue -17%.
For O=c1[nH]c2ccc(S(=O)(=O)Nc3cc(Cl)ccc3O)cc2o1 the results were aSyn tox rescue 3%.
S=c1[nH]nc(Cc2ccc(Cl)cc2)o1 was read as aSyn tox rescue 1%.
CCOc1ccc(N(CC(=O)OC)S(=O)(=O)c2ccc3c(c2)n(C)c(=O)c(=O)n3C)cc1 was read as aSyn tox rescue -6%.
`CC(=O)Oc1ccccc1C(=O)OCCN=C1NS(=O)(=O)c2ccccc21` gave aSyn tox rescue -12%.
`CC(C)c1nnc(NC(=O)c2cc3ccccc3o2)s1` gave aSyn tox rescue -9%.
`Cc1cc(F)ccc1NC(=O)c1cc(S(=O)(=O)N2CCc3ccccc32)cn1C` gave aSyn tox rescue 0%.
COc1ccccc1CNC(=O)C1CCCN(S(=O)(=O)c2cccc3cccnc23)C1 (stereo not given) was read as aSyn tox rescue 2%.
Screening CCc1nn(CC(=O)NCCCc2ccccc2)c(=O)c2cc3ccccc3n12 returned aSyn tox rescue 6%.
Cc1nc(OCC(C)C)c2sc3nc4c(cc3c2n1)COC(C)(C)C4 was read as aSyn tox rescue 6%.
Screening O=C(O)/C=C/c1ccc2c(c1)OCCO2 returned aSyn tox rescue 22%.
`Cc1ccc(OCCSc2nc3ccc(NC(=O)c4ccc5c(c4)OCO5)cc3s2)cc1` gave aSyn tox rescue -7%.
Cc1ccc(C(=O)N2CCN(c3ncnc4c(C)csc34)CC2)cc1 was read as aSyn tox rescue -9%.
Screening Cc1cn([C@H]2C[C@H](O)[C@@H](CNS(=O)(=O)N3CCCC3)O2)c(=O)[nH]c1=O returned aSyn tox rescue 7%.
Screening O=C(COc1ccccc1)Nc1ccc2nc(SCC(=O)N3CCCC3)sc2c1 returned aSyn tox rescue -34%[inhibitor].
`Cc1ccc(NC(c2nnc(-c3ccccc3)o2)c2ccccc2F)c([N+](=O)[O-])c1` (stereo not given) gave aSyn tox rescue 2%.
COc1ccc(/C=C/C(=O)c2cc(F)ccc2OC(=O)c2ccccc2OC)cc1OC was read as aSyn tox rescue inconclusive.
For Cc1ccc(NC(=O)CSc2nccn2-c2ccccc2)cc1 the results were aSyn tox rescue 9%.
CCOC(=O)c1cccc(NC(=O)CCc2c(C)nn(-c3ccc(N4CCCCC4)nn3)c2C)c1 was read as aSyn tox rescue 9%.
Screening COC(=O)c1ccc(CN2CCCC(CCC(=O)NCc3ccc(C)o3)C2)cc1 (stereo not given) returned aSyn tox rescue 15%.
Screening COc1cc(OC)cc(C(=O)Nc2ccc3oc(-c4ccc(Cl)cc4)nc3c2)c1 returned aSyn tox rescue -4%.
Screening COC(=O)C[C@H]1C[C@@H]2c3cc(NC(=O)NC4CCCC4)ccc3O[C@@H]2[C@@H](CO)O1 returned aSyn tox rescue 5%.
For Cc1nnc(SCc2ccccc2Cl)c2cc3sccc3n12 the results were aSyn tox rescue -25%.
Screening COc1cccc(NC(=O)c2cc3c(=O)n(C)c4ccccc4c3n2C)c1 returned aSyn tox rescue 0%.
CCN1CCN(c2cc(C)c3cc(NC(=O)/C=C/c4ccc(C)cc4)ccc3n2)CC1 was read as aSyn tox rescue -4%.
For Cc1ccc(NC(=O)N2CCCC2C(=O)NCC2CCCCC2)cc1 (stereo not given) the results were aSyn tox rescue -6%.
Screening CCc1ccc(S(=O)(=O)Nc2cccc(-c3ccc(N4CCOCC4)nn3)c2)cc1 returned aSyn tox rescue 19%.
Cc1onc(-c2c(Cl)cccc2Cl)c1C(=O)N=C(N)N1CCOCC1 was read as aSyn tox rescue -1%.
For C[C@H]1CN([C@@H](C)CO)S(=O)(=O)c2ccc(C#Cc3ccccn3)cc2O[C@H]1CN(C)Cc1ccc(F)cc1 the results were aSyn tox rescue 8%.
Screening CN1CCN(C(CNC(=O)C(=O)Nc2ccc(F)cc2F)c2ccc3c(c2)OCO3)CC1 (stereo not given) returned aSyn tox rescue 3%.
Screening O=C(NC1CC1)c1ccc(NS(=O)(=O)c2ccc(F)cc2)cc1 returned aSyn tox rescue 7%.
Screening Cc1ccc(NC(=O)CN(C)S(=O)(=O)c2ccc3c(c2)CCC(=O)N3)c(C)c1 returned aSyn tox rescue 5%.
Cc1cc(NC(=O)CCC(=O)N(c2ccccc2F)C(C(=O)NC2CCCC2)c2ccccc2)no1 (stereo not given) was read as aSyn tox rescue 8%.
C[C@@H]1CN([C@H](C)CO)C(=O)c2cc(Br)cnc2O[C@@H]1CN(C)Cc1ccc(F)cc1 was read as aSyn tox rescue -9%.
For CN(C)S(=O)(=O)c1ccc2c(c1)N(CC(=O)NCc1ccccc1)C(=O)C1CCCCN21 (stereo not given) the results were aSyn tox rescue 2%.
`CCC(C)Sc1nc2c(c(=O)[nH]c(=O)n2C)n1Cc1ccccc1Cl` (stereo not given) gave aSyn tox rescue 5%.
`COc1ccc(CCNC(=O)C(=O)NCC(c2cccs2)S(=O)(=O)c2ccc(C)cc2)cc1` (stereo not given) gave aSyn tox rescue -4%.
`CC(C)CN(C(=O)COC(=O)CSc1ccccc1F)c1c(N)n(Cc2ccccc2)c(=O)[nH]c1=O` gave aSyn tox rescue -6%.
Screening COc1ccc(OC)c(-c2nc(Nc3ccccc3C)sc2CC(=O)O)c1 returned aSyn tox rescue 1%.
For O=C(NCCCc1nc2ccccc2n1Cc1c(F)cccc1Cl)C1CCCCC1 the results were aSyn tox rescue -6%.
`COC(=O)c1c(C)[nH]c(C=Nc2ccc(OC)cc2)c1C` gave aSyn tox rescue 8%.
Screening Cc1nc2cc(NC(=O)Nc3cccc(F)c3)ccc2n1C returned aSyn tox rescue -9%.
Screening O=C(CNC(=O)C12CC3CC(CC(C3)C1)C2)N1CCCC(C(F)(F)F)C1 (stereo not given) returned aSyn tox rescue -3%.
O=S(=O)(NCc1ccc(Cl)cc1)c1ccc2[nH]c3c(c2c1)CCCC3 was read as aSyn tox rescue 8%.
`CCn1c(SCc2ccc(F)cc2Cl)nc(=O)c2c(C(=O)OC)cc(C3CC3)nc21` gave aSyn tox rescue 7%.
`Cc1ccc(NC(=O)c2c(NC(=O)Cc3ccccc3)sc3c2CCCC3)cc1` gave aSyn tox rescue 4%.
Screening COc1ccc(C(=O)NC2(C(F)(F)F)C(=O)NC(C)=C2C#N)cc1OC (stereo not given) returned aSyn tox rescue -8%.
Screening CC(=O)Nc1cccc(C(=O)OCC(=O)Nc2c(C)nn(-c3ccccc3)c2C)c1 returned aSyn tox rescue 2%.
`O=C(OCc1cc(=O)n2nc(-c3cccs3)sc2n1)c1ccc(F)cc1` gave aSyn tox rescue 6%.
CC(C)(C)c1ccc(C(=O)Nc2sc3c(c2C#N)CCC(C(C)(C)C)C3)cc1 (stereo not given) was read as aSyn tox rescue -5%.
For COc1nccc(-c2ccc(F)cc2)c1C#N the results were aSyn tox rescue 5%.
`NNC(=O)[C@H](Cc1ccccc1)NC(=O)Nc1ccc2c(c1)OCCO2` gave aSyn tox rescue -12%.
CC(=O)c1cccc(NC(=O)CCc2c(C)nc3c(c(C)nn3-c3ccccc3)c2C)c1 was read as aSyn tox rescue -1%.
Screening CCOc1ccccc1NC(=O)CCc1c(C)nc2c(c(C)nn2-c2ccccc2)c1C returned aSyn tox rescue 0%.
`O=[N+]([O-])c1ccn(-c2nc(-c3cccs3)cc(C(F)(F)F)n2)n1` gave aSyn tox rescue 4%.
Screening O=C(c1cccc(S(=O)(=O)N2CCCCC2)c1)N(CCc1ccccc1)Cc1ccccc1 returned aSyn tox rescue -5%.
`O=C(Nc1ccc(S(=O)(=O)NCc2ccco2)cc1)c1ccc(F)cc1` gave aSyn tox rescue -4%.
NC(=O)c1c(NC(=O)CS(=O)(=O)c2ccc(Cl)cc2)sc2c1CCCCC2 was read as aSyn tox rescue -3%.
COC(=O)c1ccc(Cn2cnc3nc4c(cc3c2=O)CCCC4)cc1 was read as aSyn tox rescue 5%.
For COc1ccc(-n2nc3cc(C)c(NC(=O)c4ccc(C)cc4C)cc3n2)cc1Cl the results were aSyn tox rescue -7%.
Screening COc1ccc2oc(-c3cccc(NC(=O)c4cc([N+](=O)[O-])ccc4N4CCOCC4)c3)nc2c1 returned aSyn tox rescue 4%.
`Cc1csc(=O)n1CCC(=O)OCC(=O)N(C)c1c(N)n(Cc2ccccc2)c(=O)[nH]c1=O` gave aSyn tox rescue 3%.
For CCc1ccc(S(=O)(=O)c2nnn3c2nc(NCc2ccccc2)c2cc(Cl)ccc23)cc1 the results were aSyn tox rescue -5%.

Reprinted from the results shown, 4 compounds:
S=C(NCc1ccccc1)Nc1ccc2cn[nH]c2c1 was read as aSyn tox rescue 2%.
`COc1ccc(Cl)cc1NC(=O)CSc1nnc2[nH]c(=O)cc(C)n12` gave aSyn tox rescue -2%.
`COC(=O)c1c(SC)nc2ccccc2c1OCc1ccc(C)cc1C` gave aSyn tox rescue -1%.
`COc1ccc(NC(=O)CN(C)C(=O)c2ccc3[nH]c4c(c3c2)CC(C)CC4)cc1` (stereo not given) gave aSyn tox rescue 24%.

Retrieved by compound from above (2):
`O=C(OCc1cc(=O)n2nc(-c3cccs3)sc2n1)c1ccc(F)cc1` gave aSyn tox rescue 6%.
For Cc1ccc(NC(=O)CSc2nccn2-c2ccccc2)cc1 the results were aSyn tox rescue 9%.

Additional compounds follow.
`CC(C)CCn1c(/C=C/c2ccccc2)nc2ccccc21` gave aSyn tox rescue -21%.
Screening CCC(C)c1ccccc1NC(=O)C(C)NCCN(C)C (stereo not given) returned aSyn tox rescue -1%.
CSc1cccc(NC(=O)C2CCN(S(=O)(=O)c3ccc4[nH]c5c(c4c3)CCCCC5)CC2)c1 was read as aSyn tox rescue 7%.
Screening Cc1cnc(C(=O)OCC(=O)N(C)CC(=O)Nc2ccccc2Cl)cn1 returned aSyn tox rescue 0%.
O=C(Nc1cc2c(cc1C(=O)c1ccccc1Br)OCCO2)c1ccccc1 was read as aSyn tox rescue -15%.
`Cc1ccc(C)c(N2CCN(c3ccc4cc(S(=O)(=O)N5CCC(C)CC5)ccc4n3)CC2)c1` gave aSyn tox rescue 1%.
`CCCC(C(=O)NC1CCCC1)N(CC1CCCO1)C(=O)CNS(=O)(=O)c1ccc(F)cc1` (stereo not given) gave aSyn tox rescue 1%.
For Cc1ccc(CNC(=O)C2CCN(C(=O)N3CC(C)Oc4ccc(Cl)cc43)CC2)cc1 (stereo not given) the results were aSyn tox rescue 4%.
For Cc1ccccc1NC(=O)Cn1c(=O)oc2cc(Br)ccc21 the results were aSyn tox rescue -15%.
`CCOc1cccc2cc(S(=O)(=O)c3ccccc3F)c(=O)oc12` gave aSyn tox rescue -10%.
`Cc1ccc2oc(C(=O)Nc3c(C(=O)Nc4ccccc4)oc4ccccc34)cc(=O)c2c1` gave aSyn tox rescue -7%.
`COc1ccc(N(CC(=O)Nc2nccs2)S(=O)(=O)c2c(C)nn(C)c2C)cc1` gave aSyn tox rescue -3%.
Screening CCOC(=O)C(=CNc1ccc(S(N)(=O)=O)cc1)C(=O)OCC returned aSyn tox rescue -5%.
c1ccc(-c2ccccc2OCCCCN2CCCCC2)cc1 was read as aSyn tox rescue -4%.
`O=C(Nc1ccc(NC(=O)c2ccccc2)c2ccccc12)c1ccccc1` gave aSyn tox rescue -4%.
Fc1ccc(NC(=S)NC2CC3CCCC(C2)N3Cc2cccs2)cc1 (stereo not given) was read as aSyn tox rescue 12%.
Screening Cc1cc(C)c(NC(=O)Cn2c(=O)n(-c3cccc(C(F)(F)F)c3)c(=O)c3c(C)c(C)sc32)c(C)c1 returned aSyn tox rescue -6%.
`COc1ccc(S(=O)(=O)N2CCCOC2CNC(=O)C(=O)NCCO)cc1` (stereo not given) gave aSyn tox rescue 1%.
Cc1cccn2c(=O)nc(SCC(=O)NC3CCCCC3)nc12 was read as aSyn tox rescue 3%.
Cc1ccc(N(CC(=O)NC2CCCCC2)C(=O)CNC(=O)c2ccco2)c(C)c1 was read as aSyn tox rescue 10%.

Of the compounds above, these have a CF3 group:
Screening CC(C)c1ccccc1Oc1c(C(F)(F)F)oc2c(CN3CCN(C)CC3)c(O)ccc2c1=O returned aSyn tox rescue 3%.
Screening O=C(CNC(=O)C12CC3CC(CC(C3)C1)C2)N1CCCC(C(F)(F)F)C1 (stereo not given) returned aSyn tox rescue -3%.
Screening COc1ccc(C(=O)NC2(C(F)(F)F)C(=O)NC(C)=C2C#N)cc1OC (stereo not given) returned aSyn tox rescue -8%.
`O=[N+]([O-])c1ccn(-c2nc(-c3cccs3)cc(C(F)(F)F)n2)n1` gave aSyn tox rescue 4%.
Screening Cc1cc(C)c(NC(=O)Cn2c(=O)n(-c3cccc(C(F)(F)F)c3)c(=O)c3c(C)c(C)sc32)c(C)c1 returned aSyn tox rescue -6%.
